High-throughput results as filed in PubChem.
Cneo AK release = causes C. neoformans cell lysis; AID 651654; 360,000 tested, 0.2% active; adenylate kinase release luminescence, 4 h; normalised: neutral wells 0, clomiphene wells 100; lysis activity, % at 15 µM;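 active = mean lysis activity across replicates of at least 80%, whatever share of replicates individually reach that level; inactive = mean lysis activity below 80%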
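Material: C. neoformans cells; Schedule: 4 h static compound exposure, 37 °C, read 1 h post-reagent; Measured by: adenylate kinase release luminescence; Read-out: signal increase indicating cell lysis; Controls: Clomiphene as positive lysis control.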
PglD DTNB = blocks C. jejuni PglD acetyltransferase activity | inhibition, % at 12.5 µM | purified PglD enzyme, DTNB colorimetric CoA detection | 360,000 tested, 0.098% active; in the data active = inhibition above about 16%, passing the limit was not always enough; inconclusive = no clear call, values can overlap the other calls; also: strong numbers were not always called active
Statin myotox sup = protects C2C12 myotubes from simvastatin toxicity; ATP luminescence, 48 h; scaled: DMSO 0, geranylgeraniol control 100; rescue of ATP level, % at 7.49 µM; 330,000 tested, 0.78% active;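 active = mean ATP rescue above about 67%, or every replicate alone reaching that limit, limit read from the data, passing the limit was not always enough; inconclusive = no clear call, values can overlap the other calls; inactive = mean under the limit and some replicate under it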;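 also: myotubes were challenged with 10 µM simvastatin during compound exposure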
PAX8 reporter = PAX8 transcriptional activity inhibition; 360,000 tested, 1.2% active; inhibition, % at 12.6 µM; RMG-I TPO-luciferase reporter, SteadyGlo, 24 h;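 active = mean replicate inhibition at least 60% with every replicate also reaching 60%; inconclusive = only one of the two criteria is met; inactive = mean below 60% and not all replicates reaching 60%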;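 also: luciferase light reporting Pax8 driven TPO promoter activity; plate controls were median of neutral control wells for no effect and mitoxantrone controls for full effect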
LGR2 antag = Drosophila LGR2 receptor signaling inhibition; HEK293 LGR2, CRE-luciferase, bursicon-stimulated, 4 h; AID 720647; inhibition, % at 9.99 µM; 380,000 tested, 0.35% active;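 active = drop in luminescence signal, shown as inhibition above about 50% in the replicate tests, limit read from the data, passing the limit was not always enough; inconclusive = probably only some replicates passing the limit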;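 also: agonist challenge used bursicon conditioned medium at about half maximal strength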
GSIS activator = GLuc luminescence reporter in INS-1E cells, primary screen for activators of glucose-dependent secretion of insulin. INS-1E GLuc reporter insulin secretion, 2-3 h. activation, % at 16.6 µM. 370,000 tested, 0.61% active. AID 743287;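 active = lowest replicate activation of at least 40%, so every replicate reaches that level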;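 also: 0% = median of neutral control wells and 100% = median of IBMX positive control wells; some compounds called inactive have numbers as strong as hits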
ARNT TACC3 PPI = disrupts binding between human ARNT and TACC3; AlphaScreen His-ARNT PAS-B/GST-TACC3 binding, luminescence; TACC3 fragment carries E629A point mutation; inhibition, % at 9.99 µM; 390,000 tested, 0.66% active; AID 623870;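 active = mean inhibition of replicates at least 50% and at least half of replicates each reaching 50%; inconclusive = half or more replicates reach 50% but mean below 50%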;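 also: 0% = complete ARNT plus TACC3 wells and 100% = ARNT alone without TACC3; many hits fall short of the cut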
PGC1a acetyl inh = PGC1a acetylation modulation, inhibitor mode; inhibition, % at 15.6 µM; U2OS PGC1a acetylation, AlphaScreen anti-acetyl-lysine; with virally co-expressed GCN5 acetyltransferase; 350,000 tested, 0.17% active;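 active = every replicate shows inhibition of at least 40%; inconclusive = mean inhibition at least 40% but some replicate below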;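 also: 0% = neutral control wells and 100% = positive control wells; some results beyond the cut were filed as inactive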
Numbers without * were called inactive; ? = inconclusive; . = no result given.

SMILES	ARNT TACC3 PPI	GSIS activator	LGR2 antag	Statin myotox sup	Cneo AK release	PglD DTNB	PAX8 reporter	PGC1a acetyl inh
CC(C)C(NC(=O)c1c(F)cccc1F)C(=O)N1CCN(S(=O)(=O)c2ccc(F)cc2)CC1 (stereo unspecified)	5	.	9	-2	1	-2	-8	-14
O=C(Cc1cn2ccsc2n1)Nc1ccccn1	7	5	4	-2	1	-5	.	.
CO[C@H]1CN(C)C(=O)c2cc(NC(=O)NC(C)C)ccc2OC[C@H](C)N(C(=O)CN(C)C)C[C@@H]1C	.	13	1	-25	26	3	3	2
Cc1cc2ccccc2n2c(SCC(=O)NCc3cccs3)nnc12	-4	.	.	-6	-1	5	.	-10
O=[N+]([O-])c1cccc(/C=C/c2ccccn2)c1	-3	13	-16	5	-2	-2	-59	15
C[C@@H]1CCCCO[C@H](CN(C)CC2CCCCC2)[C@@H](C)CN([C@H](C)CO)C(=O)c2cc(NC(=O)c3ccccc3)ccc2O1	-2	10	16	.	-1	1	10	0
NS(=O)(=O)c1ccc(CCNC(=O)COC(=O)CCc2ccccc2)cc1	10	0	-4	-2	0	3	3	20
CCN(c1cccc2ccccc12)S(=O)(=O)c1ccc(Cl)nc1	-1	3	17	.	-3	-3	11	-4
CCc1nc(NCCc2ccccn2)c2nnn(Cc3ccccc3F)c2n1	-5	.	.	33	0	-6	.	-4
CCn1c(Cc2ccccc2)nnc1SCc1ccc([N+](=O)[O-])cc1	-3	-1	-6	.	-1	.	15	-9
C[C@@H]1CN([C@H](C)CO)C(=O)c2cc(-c3ccc(F)cc3)cnc2O[C@@H]1CN(C)C(=O)Nc1ccccc1F	9	-6	-18	1	0	1	.	-10
CCN(CC)CCOc1ncnc2c1oc1ccccc12	-4	.	.	0	1	1	.	.
COc1cc(C(=O)Nc2ccc(C(=O)c3ccncc3)cc2)cc(OC)c1OC	.	-2	-13	7	0	-5	-18	4
COc1ccc(C(=O)NC2CC2)cc1OC1CCN(Cc2cnn(C)c2)CC1	-3	-53	0	0	-2	-2	-20	8
CCOc1ccccc1C(=O)N1CCC(n2nnc3cc(C(F)(F)F)ccc32)CC1	2	.	.	0	1	4	.	3
CCOC(=O)c1cnc(Nc2nc3ccccc3o2)nc1CSC(=S)N1CCCCC1	-1	11	-6	-4	.	.	-43	.
CCOC(=O)c1[nH]c2ccccc2c1NC(=O)c1ccc(S(=O)(=O)N(C)C)cc1	2	8	-34	-23	0	-1	23	2
COc1cccc(/C=N/Nc2cc(-n3nc(C)cc3-c3ccccc3)ncn2)c1O	.	-4	15	-11	0	-3	24	-1
COc1ccc(CNC(=O)c2c(N)n(CCCN3CCOCC3)c3nc4ccccc4nc23)cc1	-44	.	.	-10	4	-6	.	-5
O=C(OCc1cccc([N+](=O)[O-])c1)c1ccc[nH]c1=O	-1	-7	-7	-31	4	1	4	1
O=c1c2ccccc2c(/C=N/n2cnnc2)c(O)n1-c1ccccc1F	7	16	6	5	0	2	.	-4
CN(C)c1ccc(/C=N/N=C(N)N)cc1[N+](=O)[O-]	15	13	30	.	.	.	-8	.
CCOc1cc(NC(=S)NCC2CCCO2)c(OCC)cc1NC(=O)c1ccccc1 (stereo unspecified)	-3	.	.	-3	1	3	-11	-18
CC(=O)c1ccc(OCc2cc([N+](=O)[O-])cc3c2OCOC3)cc1	1	12	4	?	.	.	4	-5
COCC(=O)N[C@H]1C=C[C@@H](CC(=O)N2CCCCC2)O[C@H]1CO	.	5	-6	-7	.	.	-7	-11
CCCCCc1c(O)nc(SCCN2CCOCC2)[nH]c1=O	1	-12	-3	.	.	.	3	-5
CCOC(=O)CNC(=O)CSc1nnc(-c2cccc(OC)c2)n1CC	-4	15	3	8	7	-10	.	1
COCc1nnc(NC(=O)CCCOc2ccccc2OC)s1	-3	.	.	1	0	-3	.	9
Cn1nnnc1SCc1cccc2ccccc12	-2	-2	-7	.	.	.	-2	-2
COc1ccc(N2CCN(C(=O)CNC(=O)Cc3ccc(Cl)cc3)CC2)cc1	-1	26	19	5	-1	-5	.	.
CCOc1cc(/C=N/NS(=O)(=O)c2ccc(OC)cc2)ccc1OCCN1CCOCC1	-10	8	-6	.	.	.	-3	.
O=C(CSc1nc2ccccc2n1Cc1ccccc1)N/N=C/c1ccccc1C(=O)O	-6	1	0	15	0	-18	-6	-3
COc1ccc(C)cc1S(=O)(=O)Nc1ccc(F)cc1	0	.	.	11	2	-8	-3	-19
O=C(NCc1nc2ccccc2[nH]1)c1c(F)c(F)c(F)c(F)c1F	-10	4	-1	.	.	.	-13	4
O=C(NCCCNC(=O)c1ccccc1F)c1ccco1	2	1	-13	-4	.	.	-67	.
CN(C)CCCNC(=O)C[C@H]1C=C[C@H](NS(=O)(=O)c2ccccc2)[C@@H](CO)O1	0	-1	8	-8	31	-2	-3	2
CCOC(=O)Cn1c(=O)oc2cc(S(=O)(=O)N3CCCC(C(=O)OCC)C3)ccc21 (stereo unspecified)	-3	-4	-4	-3	2	2	6	-2
COc1ccc(S(=O)(=O)N2CCOCC2)cc1NC(=O)CN1CCC(Cc2ccccc2)CC1	3	-6	32	.	-5	4	10	.
COc1cc(NS(=O)(=O)c2cn(C)cn2)cc(OC)c1OC	-4	12	-6	9	-2	-5	-32	16
COC(=O)CC1COc2ccccc2N1C(=O)c1ccc(C(C)(C)C)cc1 (stereo unspecified)	3	.	.	-14	0	-3	.	-1
O=C(COC(=O)CCC(=O)c1ccccc1)NNC(=O)c1ccc(Cl)cc1	-2	5	-12	-9	0	-2	-5	-13
Cc1cccc(N2CCN(C(=O)c3cc4ccccc4oc3=O)CC2)c1C	2	-30	-24	-4	0	-2	-23	.
O=[N+]([O-])c1cccc(CSc2nc3ccccc3[nH]2)c1	-3	-25	-37	.	.	.	-86	.
C[C@@H]1CN([C@H](C)CO)C(=O)c2cc(C#CC3(O)CCCC3)cnc2O[C@H]1CN(C)S(=O)(=O)c1cccc(F)c1	-4	-4	-8	.	-3	1	.	-4
CC(C)(C)NC(=O)CSc1ccc(S(=O)(=O)N2CCOCC2)cn1	3	4	5	-3	-1	-3	3	2
O=C(O)C1C2CCC(O2)C1C(=O)Nc1ccc(Br)cc1F (stereo unspecified)	-3	-42	9	-1	0	5	11	.
COc1ccc(C(C)(O)c2nc(-c3ccccc3OC)cs2)cc1 (stereo unspecified)	.	-18	-8	21	0	0	10	-5
CCCCN(C(=O)c1nn(C)c(=O)c2ccccc12)c1c(N)n(CC(C)C)c(=O)[nH]c1=O	.	-2	6	2	.	.	1	20
O=C(OCC(=O)c1ccc(Cl)s1)c1cnccn1	2	8	0	0	3	3	7	2
Cc1ccccc1CN1C(=O)c2ccccc2Sc2ccc(C(=O)NCCN3CCOCC3)cc21	-6	-6	4	-11	-2	5	11	-9
COC(=O)c1ccc(COn2nnc3ccccc32)cc1	-10	17	-14	-14	-5	-1	-197	5
O=C(c1ccc(C(F)(F)F)cc1)C1CCCN(C(=O)CCn2cncn2)C1 (stereo unspecified)	0	-4	2	-2	0	-4	-17	4
CC(=O)NCCC(=O)Nc1cc(F)ccc1C	-4	18	-8	-2	-4	-1	.	-1
COc1ccc(OC)c(NC(=O)COC(=O)c2nc(Cl)ccc2Cl)c1	0	.	-32	0	.	.	9	5
Cc1noc(C)c1NC(=O)Nc1ccc2c(c1)C(=O)N([C@H](C)CO)C[C@@H](C)[C@H](CN(C)Cc1ccc(Cl)c(Cl)c1)OCCCC[C@H](C)O2	10	-11	-8	.	-2	-3	12	-3
CCN(C(=O)CCc1nnc2ccc(N3CCC4(CC3)OCCO4)nn12)c1ccccc1	-11	-11	2	8	1	-3	3	-5
CCN(C(=O)CSc1nc2cc(S(=O)(=O)N(CC)CC)ccc2o1)C1CCS(=O)(=O)C1 (stereo unspecified)	-3	2	-2	.	0	1	7	.
O=C(c1cccs1)N1CCN(c2ncccn2)CC1	-7	.	.	-14	0	1	.	4
Fc1ccc(-c2cnc3n2CCCCC3)cc1	-4	-1	3	-12	3	1	-10	.
Nc1ccc(S(=O)(=O)NCc2ccccn2)cc1	0	12	2	1	-4	-6	-17	10

(cont.)
SMILES	ARNT TACC3 PPI	GSIS activator	LGR2 antag	Statin myotox sup	Cneo AK release	PglD DTNB	PAX8 reporter	PGC1a acetyl inh
CCOc1ccc(-n2ccnc2)nn1	32	4	-3	-1	0	-6	-8	1
O=C(NNC(=O)C1CCCCC1)c1ccncc1	8	13	-5	0	0	3	-1	.
O=C(O)CNS(=O)(=O)c1c(Cl)cccc1Cl	-5	6	5	5	-6	1	5	10
C=CCNC(=O)c1cc(-c2ccc3c(c2)OCO3)on1	-18	43*	-45	3	-21	0	-59	.
Cc1ccc(NC(=O)CN(c2cc(C)cc(C)c2)S(=O)(=O)c2c(C)noc2C)nc1	-1	-19	-2	13	-2	-3	11	-16
Cc1ccc(S(=O)(=O)Nc2ccc3c(c2)C(=O)N([C@H](C)CO)C[C@H](C)[C@H](CN(C)S(=O)(=O)c2ccccc2)OCCCC[C@@H](C)O3)cc1	-5	18	-2	.	1	-1	2	6
O=C1OCC/C1=C\c1ccc2c(c1)OCO2	-13	-7	-23	3	1	3	12	.
COc1cccc2c1cc1c(=O)n(CC(=O)N3CCCCCC3)nc(C)n12	-29	5	1	-13	4	2	-2	7
CC(C)NC(=O)Nc1ccc2c(c1)C(=O)N([C@H](C)CO)C[C@H](C)[C@H](CN(C)C(=O)Cc1ccccc1)OCCCC[C@H](C)O2	-1	10	16	.	-1	-2	8	3
CCS(=O)(=O)c1ccc2c(c1)N(S(=O)(=O)c1ccc(Cl)cc1)CC(C(=O)O)O2 (stereo unspecified)	-1	-12	-14	3	2	-2	-4	11
Cc1ccc(S(=O)(=O)c2cc3ccccc3oc2=O)cc1	-2	8	21	21	.	.	14	-4
CN(C)CCOC(=O)/C(=C/c1cn(C)c2ccccc12)NC(=O)c1ccccc1	2	11	3	2	.	.	2	3
Cc1cc(N/N=C/c2cccc([N+](=O)[O-])c2)nc(-n2nc(C)cc2C)n1	-4	-7	-7	-25	0	-11	-5	4
Cc1nn(-c2ccccc2)c(C)c1C(=O)N1CCN(S(=O)(=O)c2ccccc2)CC1	-2	-19	-1	-5	0	3	-5	.
COc1ccccc1CNC(=O)C[C@H]1CC[C@@H]2[C@H](COc3ccc(NC(C)=O)cc3C(=O)N2C)O1	1	15	-10	-9	-3	-3	34	3
O=c1ccc2c(-c3ccccc3S(=O)(=O)O)c3ccc(O)c(O)c3oc-2c1O	25	.	.	-24	-1	0	66*	6
Cc1ccc(NC(=O)CSc2nc3ccccc3c(=O)n2CC2CCCO2)cc1 (stereo unspecified)	-5	37	-7	.	-7	4	5	.
C[C@H](CO)N1C[C@H](C)[C@H](CN(C)C(=O)Nc2ccc(C(F)(F)F)cc2)Oc2ccc(NC(=O)Nc3ccc(F)cc3)cc2CC1=O	.	-30	14	3	10	1	26	-3

Sorted by molar mass (ascending): part of the list above.
SMILES	ARNT TACC3 PPI	GSIS activator	LGR2 antag	Statin myotox sup	Cneo AK release	PglD DTNB	PAX8 reporter	PGC1a acetyl inh
Cc1nn(-c2ccccc2)c(C)c1C(=O)N1CCN(S(=O)(=O)c2ccccc2)CC1	-2	-19	-1	-5	0	3	-5	.
Cc1ccc(NC(=O)CN(c2cc(C)cc(C)c2)S(=O)(=O)c2c(C)noc2C)nc1	-1	-19	-2	13	-2	-3	11	-16
COc1ccccc1CNC(=O)C[C@H]1CC[C@@H]2[C@H](COc3ccc(NC(C)=O)cc3C(=O)N2C)O1	1	15	-10	-9	-3	-3	34	3

Rows are unselected, and some 2.9% of all compounds hit somewhere here.
